Screening data from PubChem BioAssay.
esBAF inh: SWI/SNF esBAF complex inhibition | 350,000 tested, 2% active | reporter increase, % at 12.5 µM | mouse ES cells, Bmi1-luciferase knock-in reporter, 24 h; 100% = twice the neutral-well signal; in the data active = activation above about 40%;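 also: 0% = median of the plate's neutral control wells and 100% = double that signal; a rise in the Bmi1 reporter signal indicates esBAF inhibition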
Xi reactivation: activators of X-chromosome reactivation in mouse fibroblasts; XiGFP mouse fibroblasts, % GFP-positive cells imaging, 3 d; cells co-treated with 5-aza-dC sensitizer; scaled so ellipticine positive control = 100%; activation, % at 7.58 µM; 360,000 tested, 0.055% active; AID 743238;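 active = mean normalized replicate activation at least 10% and every replicate at or above 10%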;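 also: 0% = median of on-plate neutral control wells and 100% = ellipticine 6 µM median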
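material = 68-5-11 XiGFP fibroblast line | medium = DMEM plus 5-aza-dC sensitizer | schedule = 3 days compound exposure | benchmarks = positive control ellipticine, 6 µM final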
E-sel inducer: induces E-selectin expression in human endothelial cells; P16581; HUVEC E-selectin immunofluorescence imaging; normalized: neutral wells 0, TNF-alpha wells 100; activation, % at 7.58 µM; 260,000 tested, 0.37% active;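 active = mean E-selectin-positive cell signal at least 10% of the positive control, reached in at least 60% of replicates, without over 20% cell loss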;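 also: in these data hits start at about 27%; measured in HUVEC primary endothelial cells; signal is the percent of cells scored E-selectin positive by PE staining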
Target sequence (P16581 whole entry, looked up): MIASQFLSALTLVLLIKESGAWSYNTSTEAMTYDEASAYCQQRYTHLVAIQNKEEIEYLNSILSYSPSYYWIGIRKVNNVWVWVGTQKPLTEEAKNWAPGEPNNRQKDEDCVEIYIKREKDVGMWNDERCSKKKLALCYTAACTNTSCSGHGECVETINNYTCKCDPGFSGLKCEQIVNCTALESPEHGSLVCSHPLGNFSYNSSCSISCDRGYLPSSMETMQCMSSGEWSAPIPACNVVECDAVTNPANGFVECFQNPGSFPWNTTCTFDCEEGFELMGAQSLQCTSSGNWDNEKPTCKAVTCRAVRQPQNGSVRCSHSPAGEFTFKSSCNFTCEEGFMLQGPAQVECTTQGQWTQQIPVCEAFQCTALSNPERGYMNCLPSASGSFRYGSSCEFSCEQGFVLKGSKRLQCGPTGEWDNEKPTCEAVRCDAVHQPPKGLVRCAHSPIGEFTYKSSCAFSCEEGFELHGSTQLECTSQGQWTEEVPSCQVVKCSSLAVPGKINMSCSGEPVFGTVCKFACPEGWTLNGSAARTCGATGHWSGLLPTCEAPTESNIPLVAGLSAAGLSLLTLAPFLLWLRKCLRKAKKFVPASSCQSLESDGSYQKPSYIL
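Test system: HUVEC; input: 3,000 HUVEC/well; measured by: immunofluorescence imaging; read-out: % PE-positive cells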
The depositor's hits bear a star; & = joins results of further samples. The list is partial; count on the stated rates, not on these rows.

structure,esBAF inh,Xi reactivation,E-sel inducer
CNC[C@@H]1OCCCC[C@H](C)Oc2ccc(NC(=O)Nc3ccc(OC)cc3)cc2C(=O)N([C@@H](C)CO)C[C@H]1C,-1.5,0.1,-0.2
CNC[C@@H]1Oc2cc(C#Cc3ccncc3)ccc2S(=O)(=O)N([C@H](C)CO)C[C@@H]1C,-1.5,0.1,0.3
CC(=O)N1CCN(c2ccc(S(=O)(=O)NCCN(C(C)C)C(C)C)cc2[N+](=O)[O-])CC1,4.1,0.0,0.1
C[C@H]1CN([C@@H](C)CO)C(=O)c2cc(-c3ccccc3)cnc2O[C@H]1CN(C)C(=O)c1cccc(F)c1,-3.8,-0.2,-0.2
COc1ccccc1CNC(=O)C[C@@H]1C=C[C@@H](NC(=O)CN(C)C)[C@H](CO)O1,-8.6,-0.5,-0.2
CCS(=O)(=O)Nc1ccc2c(c1)C(=O)N(C)C[C@@H](OC)[C@H](C)CN(C)[C@@H](C)CO2,0.3,0.9,1.4
C[C@@H]1CN([C@@H](C)CO)C(=O)Cc2cc(NS(=O)(=O)c3cccs3)ccc2O[C@@H]1CN(C)S(=O)(=O)c1cccs1,11.3,-0.5,0.5
C[C@@H]1CN([C@H](C)CO)C(=O)c2cccc(NS(=O)(=O)c3cccs3)c2O[C@H]1CN(C)C(=O)Nc1ccccc1,-0.6,-1.0,6.9

Some of the entries so far, as labelled records:
CNC[C@@H]1Oc2cc(C#Cc3ccncc3)ccc2S(=O)(=O)N([C@H](C)CO)C[C@@H]1C
  esBAF inh: -1.5
  Xi reactivation: 0.1
  E-sel inducer: 0.3

CC(=O)N1CCN(c2ccc(S(=O)(=O)NCCN(C(C)C)C(C)C)cc2[N+](=O)[O-])CC1
  esBAF inh: 4.1
  Xi reactivation: 0.0
  E-sel inducer: 0.1

New compounds follow.
structure,esBAF inh,Xi reactivation,E-sel inducer
Cc1ccc(S(=O)(=O)Nc2ccc3c(c2)CC(=O)N([C@H](C)CO)C[C@H](C)[C@H](CN(C)Cc2ccc(C(=O)O)cc2)O3)cc1,1.1,-1.0,0.2
CCCC(=O)Nc1ccc2c(c1)C(=O)N(C)C[C@H](OC)[C@@H](C)CN(Cc1ccc(F)cc1)[C@H](C)CO2,-6.6,0.0,-0.3
COCC(=O)Nc1ccc2c(c1)[C@H]1C[C@H](CC(=O)NCc3ccc(Cl)cc3)O[C@@H](CO)[C@H]1O2,-8.9,0.0,-0.6
N#C/C(=C/c1cccs1)c1nc2ccccc2[nH]1,133.8*,0.6,1.2
COc1ccc(NC(=O)Nc2ccc3c(c2)C(=O)N(C)C[C@H](OC)[C@H](C)CN[C@H](C)CO3)cc1,-1.5,0.4,0.1
C[C@@H]1CN([C@@H](C)CO)C(=O)c2cc(N(C)C)ccc2O[C@@H](C)CCCCO[C@H]1CN(C)S(=O)(=O)c1cccs1,-0.5,0.0,-0.1
CC(C)NC(=O)N(C)C[C@@H]1Oc2c(NS(=O)(=O)c3cccs3)cccc2C(=O)N([C@H](C)CO)C[C@@H]1C,-4.0,0.1,-0.1
CO[C@@H]1CN(C)C(=O)c2ccc(NC(=O)C3CCCCC3)cc2OC[C@@H](C)N(C)C[C@H]1C,-0.2,0.1,0.0
Cc1ccc(S(=O)(=O)Nc2ccc3c(c2)CC(=O)N([C@H](C)CO)C[C@H](C)[C@@H](CN(C)Cc2ccc(C(F)(F)F)cc2)O3)cc1,8.6,-0.1,0.2
C[C@@H]1CN([C@@H](C)CO)C(=O)c2ccccc2-c2ccccc2CO[C@@H]1CN(C)C(=O)CCC(F)(F)F,2.0,0.1,0.0
C[C@H]1CN([C@@H](C)CO)C(=O)Cc2cc(N(C)C)ccc2O[C@@H]1CN(C)Cc1ccc(C(F)(F)F)cc1,-2.2,-0.6,-8.8
C[C@@H]1CN([C@@H](C)CO)S(=O)(=O)c2ccc(C#C[C@@H](C)O)cc2O[C@@H]1CN(C)CC1CC1,4.0,-0.8,1.5
C[C@@H]1CN([C@@H](C)CO)C(=O)CCCn2cc(nn2)CO[C@@H]1CN(C)Cc1ccc(Cl)c(Cl)c1,5.2,-0.1,0.0
CCC(=O)Nc1ccc2c(c1)C(=O)N(C)[C@H]1CC[C@@H](CC(=O)Nc3cccc(OC)c3)O[C@H]1CO2,-0.6,0.2,0.0
CC(O)C(NS(=O)(=O)c1ccc(Cl)cc1)C(=O)OCC(=O)N1CCN(c2ccccc2)CC1 (centres undefined),0.5,0.0,-0.3
C[C@@H]1CN([C@@H](C)CO)C(=O)c2cc(NS(=O)(=O)c3ccc(Cl)cc3)ccc2O[C@H]1CN(C)Cc1ccc(C(F)(F)F)cc1,-5.4,-0.1,-0.1
C[C@@H]1CN([C@@H](C)CO)S(=O)(=O)c2ccc(Br)cc2O[C@@H]1CN(C)CC1CC1,1.7,0.1,-0.1
CCCNC(=O)N1C[C@@H](C)[C@@H](OC)CN(C)C(=O)c2cc(NC(=O)C3CCC3)ccc2OC[C@H]1C,-4.1,0.6,0.2
CCCNC(=O)Nc1ccc2c(c1)C(=O)N(C)C[C@@H](OC)[C@@H](C)CN(Cc1ccccc1)[C@@H](C)CO2,-1.6,0.1,0.3
COc1ccc(NC(=O)CC2CCCC2)cc1S(=O)(=O)N1CCCCC1,-3.3,0.0,0.0
Cc1noc(C)c1NC(=O)Nc1ccc2c(c1)C(=O)N([C@H](C)CO)C[C@@H](C)[C@@H](CN(C)C(=O)Nc1ccccc1)O2,-2.0,-0.1,-0.2
C[C@@H]1CN([C@@H](C)CO)C(=O)Cc2cc(NS(=O)(=O)c3ccc(F)cc3)ccc2O[C@@H]1CN(C)Cc1ccncc1,-2.8,0.2,-0.1
COc1ccc(-c2cnc3c(c2)C(=O)N([C@H](C)CO)C[C@H](C)[C@@H](CN(C)C(=O)C2CC2)O3)cc1,-10.9,-1.2,1.0
COC(=O)C[C@H]1CC[C@H]2[C@H](COc3ccc(NC(=O)Cc4cccs4)cc3C(=O)N2C)O1,1.9,0.3,0.1

Entries above shown as hits in esBAF inh:
SMILES	esBAF inh
N#C/C(=C/c1cccs1)c1nc2ccccc2[nH]1	133.8*

(cont.)
molecule	esBAF inh	Xi reactivation	E-sel inducer
C[C@H](CO)N1C[C@H](C)[C@H](CN(C)S(=O)(=O)c2cn(C)cn2)Oc2ccc(NS(=O)(=O)c3cn(C)cn3)cc2C1=O	-3.8	-1.1	0.1
C[C@@H]1CCCCO[C@@H](CN(C)C)[C@H](C)CN([C@H](C)CO)C(=O)c2cc(NC(=O)c3ccccc3)ccc2O1	-3.0	0.3	0.1
C[C@@H]1CN([C@@H](C)CO)C(=O)c2cc(C#CC(C)(C)O)cnc2O[C@H]1CN(C)C(=O)C1CCCCC1	3.4	-1.2	0.5
Cc1cccc(CN(C)C[C@@H]2OCc3cn(nn3)CCCC(=O)N([C@@H](C)CO)C[C@@H]2C)c1	1.3	-0.3	0.1
C[C@@H]1CN([C@H](C)CO)C(=O)c2cc(NS(=O)(=O)c3cccs3)ccc2O[C@@H]1CN(C)Cc1ccccc1	-1.8	0.1	-0.1
CC(Sc1ccc(S(=O)(=O)N2CCOCC2)cc1[N+](=O)[O-])C(=O)O (centres undefined)	-5.1	0.1	-0.1
C[C@@H]1CN([C@H](C)CO)C(=O)CCCn2cc(nn2)CO[C@@H]1CN(C)Cc1ccc(C(F)(F)F)cc1	3.3	0.1	0.5
Cc1noc(C)c1NC(=O)N(C)C[C@@H]1Oc2c(NC(=O)Nc3ccccc3)cccc2C(=O)N([C@H](C)CO)C[C@@H]1C	0.4	0.1	-0.1
C[C@H]1CN([C@@H](C)CO)C(=O)c2cc(-c3cccc(C#N)c3)cnc2O[C@H]1CN(C)Cc1ccc(F)cc1	-2.2	-0.5	0.1
Cc1ccc(S(=O)(=O)N(C)C[C@@H]2Oc3ccc(NC(=O)Nc4cccc5ccccc45)cc3C(=O)N([C@@H](C)CO)C[C@@H]2C)cc1	-19.0	-0.7	0.7
C[C@@H]1CCCCO[C@@H](CN(C)S(=O)(=O)c2cccs2)[C@H](C)CN([C@H](C)CO)C(=O)c2cc(N(C)C)ccc2O1	0.5	-0.8	-0.1
O=C(CN1CCOCC1)N[C@@H]1CC[C@@H](CCn2cc(C3CCCCC3)nn2)O[C@H]1CO	-8.0	-0.2	0.0
CO[C@@H]1CN(C)C(=O)c2cc(NC(=O)Nc3cc(Cl)cc(Cl)c3)ccc2OC[C@H](C)NC[C@@H]1C	-3.5	0.0&0.0	0.2
CC(C)NC(=O)N(C)C[C@@H]1Oc2ccc(NS(=O)(=O)c3cccs3)cc2C(=O)N([C@@H](C)CO)C[C@H]1C	2.5	-1.4	3.2
CSc1ccc(C(=O)/C=C/c2ccc(N)cc2)cc1	65.6*	0.2	5.7
COCC(=O)N1C[C@@H](C)[C@H](OC)CN(C)C(=O)c2ccc(NC(=O)Nc3cccc(F)c3)cc2OC[C@H]1C	1.7	0.0	-0.2
Cc1ccc(COC(=O)CCc2nc3ccccc3c(=O)[nH]2)cc1	-4.3	0.0	0.3
COCC(=O)N[C@H]1C=C[C@@H](CC(=O)NCc2ccc(Cl)cc2)O[C@H]1CO	-1.1	0.0	0.3
O=C(C[C@@H]1C=C[C@H](NC(=O)c2cccnc2)[C@H](CO)O1)NCCN1CCCCC1	-7.4	-0.1	-0.1
CC(C)NC(=O)Nc1ccc2c(c1)C(=O)N([C@H](C)CO)C[C@@H](C)[C@@H](CN(C)S(=O)(=O)c1cccs1)O2	-0.4	-0.7	-3.2
COc1ccc(NC(=O)N(C)C[C@H]2Oc3c(NS(=O)(=O)c4ccccc4)cccc3C(=O)N([C@@H](C)CO)C[C@H]2C)cc1	2.5	-0.1	-0.1
COCC(=O)Nc1ccc2c(c1)OC[C@H](C)N(Cc1cncnc1)C[C@H](C)[C@@H](OC)CN(C)C2=O	-6.8	0.6	0.2
C[C@@H]1CN([C@H](C)CO)C(=O)c2cc(NS(=O)(=O)c3ccccc3)ccc2O[C@@H]1CN(C)C(=O)Nc1ccc(C(F)(F)F)cc1	2.1	0.1	-0.1
COc1ccc(S(=O)(=O)Nc2ccc3c(c2)C(=O)N([C@H](C)CO)C[C@@H](C)[C@@H](CN(C)C(=O)Nc2ccc4c(c2)OCO4)O3)cc1	7.0	-0.5	0.0
C[C@H](CO)N1C[C@H](C)[C@@H](CN(C)C(=O)Nc2ccc(C(F)(F)F)cc2)OCCCC[C@H](C)Oc2ccc(N(C)C)cc2C1=O	-5.9	0.0	-0.1
C[C@@H]1CN([C@H](C)CO)C(=O)Cc2cc(NS(=O)(=O)c3ccc(F)cc3)ccc2O[C@H]1CN(C)C(=O)Nc1ccc2c(c1)OCO2	-2.6	-0.2	0.3
CCCN(C)C[C@@H]1Oc2cc(C#CCC3CCCC3)ccc2S(=O)(=O)N([C@@H](C)CO)C[C@@H]1C	-0.4	-1.3	-0.8
C[C@@H]1CN([C@H](C)CO)S(=O)(=O)c2ccc(C#CC3CC3)cc2O[C@H]1CN(C)C(=O)C1CCCCC1	3.3	0.0	-0.1
C[C@H](CO)N1C[C@H](C)[C@H](CN(C)C(=O)Nc2ccccc2F)OCc2cn(nn2)CCCC1=O	-1.9	-0.3	0.0
O=C(C[C@@H]1C=C[C@H](NC(=O)Nc2ccc(C(F)(F)F)cc2)[C@H](CO)O1)NCc1cccc(F)c1	11.8	1.0	0.8
CNC[C@@H]1OCCCC[C@H](C)Oc2ccc(NC(=O)NC3CCCCC3)cc2C(=O)N([C@@H](C)CO)C[C@H]1C	-1.0	-0.6	-0.3
C[C@@H]1CN([C@@H](C)CO)C(=O)c2cc(-c3ccc(C#N)cc3)cnc2O[C@@H]1CN(C)Cc1cncnc1	-13.1	0.1	-0.1
C[C@H](CO)N1C[C@H](C)[C@H](CN(C)C(=O)Nc2cccc3ccccc23)OCc2cn(nn2)CCCC1=O	3.9	0.1	-0.3
C[C@@H]1CN([C@H](C)CO)C(=O)c2cccc(NC(=O)C3CCCCC3)c2O[C@H]1CN(C)Cc1ccc(-c2ccccc2)cc1	-0.8	-1.1	0.1
Cc1ccc(N(CCC(=O)O)S(=O)(=O)c2ccc(C)cc2)cc1	-5.7	0.0	-0.2
C[C@H]1CN([C@@H](C)CO)C(=O)c2cc(NS(=O)(=O)c3cn(C)cn3)ccc2O[C@H]1CN(C)S(=O)(=O)c1cn(C)cn1	-2.6	-1.1	-0.3

Results in esBAF inh and E-sel inducer, for some of the entries so far:
| mol | esBAF inh | E-sel inducer |
| --- | --- | --- |
| C[C@@H]1CN([C@H](C)CO)C(=O)c2cc(NS(=O)(=O)c3cccs3)ccc2O[C@@H]1CN(C)Cc1ccccc1 | -1.8 | -0.1 |
| CCCNC(=O)N1C[C@@H](C)[C@@H](OC)CN(C)C(=O)c2cc(NC(=O)C3CCC3)ccc2OC[C@H]1C | -4.1 | 0.2 |
| CO[C@@H]1CN(C)C(=O)c2ccc(NC(=O)C3CCCCC3)cc2OC[C@@H](C)N(C)C[C@H]1C | -0.2 | 0.0 |
| Cc1noc(C)c1NC(=O)Nc1ccc2c(c1)C(=O)N([C@H](C)CO)C[C@@H](C)[C@@H](CN(C)C(=O)Nc1ccccc1)O2 | -2.0 | -0.2 |
| COc1ccccc1CNC(=O)C[C@@H]1C=C[C@@H](NC(=O)CN(C)C)[C@H](CO)O1 | -8.6 | -0.2 |
| C[C@@H]1CN([C@@H](C)CO)C(=O)Cc2cc(NS(=O)(=O)c3ccc(F)cc3)ccc2O[C@@H]1CN(C)Cc1ccncc1 | -2.8 | -0.1 |
